PrPC TRFRET – cell surface PrPC inhibition, primary TR-FRET screen; hit rate 0.43% among 370,000; TR-FRET read-out; inhibition, % at 13.8 µM; in the data active = inhibition above about 24%; also: 0% = median of the test wells and 100% = reference compound wells
MazF activator – increases E. coli MazEF RNase cleavage of RNA; P0AE70; FAM/BHQ RNA-DNA oligo cleavage fluorescence, 5 h; activation, % at 20 µM; hit rate 0.32% among 350,000; AID 504720; in the data active = activation above about 50%
Target sequence (P0AE70 whole entry, looked up): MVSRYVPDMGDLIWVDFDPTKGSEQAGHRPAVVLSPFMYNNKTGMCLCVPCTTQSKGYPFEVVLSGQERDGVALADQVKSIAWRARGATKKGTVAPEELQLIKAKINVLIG
Rv3671c inh – inhibits the M. tuberculosis serine protease Rv3671c; AID 2606; hit rate 0.048% among 320,000; inhibition, % at 5.96 µM; P9WHR9; in the data active = inhibition above about 38%;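 also: extracellular domain of Rv3671c used as enzyme; 0% = enzyme with DMSO and 100% = no enzyme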
Target sequence (P9WHR9 whole entry, looked up, the tested form may be a part): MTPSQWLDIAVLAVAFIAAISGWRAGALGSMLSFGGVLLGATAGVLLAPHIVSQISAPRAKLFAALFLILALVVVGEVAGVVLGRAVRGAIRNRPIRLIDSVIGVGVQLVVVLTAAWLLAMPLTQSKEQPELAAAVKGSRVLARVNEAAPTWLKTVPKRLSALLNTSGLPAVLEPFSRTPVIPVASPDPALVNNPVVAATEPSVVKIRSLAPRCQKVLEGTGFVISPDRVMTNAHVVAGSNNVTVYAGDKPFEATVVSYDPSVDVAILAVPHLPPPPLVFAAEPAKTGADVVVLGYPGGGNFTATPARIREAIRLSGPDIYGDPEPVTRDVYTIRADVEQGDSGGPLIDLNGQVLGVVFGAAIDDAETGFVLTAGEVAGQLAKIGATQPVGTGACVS
BioA inh – BioA (M. tuberculosis) enzyme inhibition | AID 602481 | purified M. tuberculosis BioA enzyme, plate reader | hit rate 0.096% among 360,000 | inhibition, % at 9.99 µM; in the data active = inhibition above about 40%; inconclusive = no clear call, values can overlap the other calls
FadD28 binding – blocks FadD28 binding to the bisubstrate probe; fluorescence polarization; hit rate 0.22% among 360,000; AID 588549; inhibition, % at 12.5 µM; in the data active = inhibition above about 8.5%, passing the limit was not always enough; inconclusive = no clear call, values can overlap the other calls
Mtb FBA inh – inhibitors of M. tuberculosis fructose-bisphosphate aldolase; P9WQA3; purified M. tuberculosis FBA, fluorescence read-out; inhibition, % at 1 µM; hit rate 2.3% among 360,000; AID 588726; in the data active = inhibition above about 27%;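 also: 0% = vehicle and 100% = reference inhibitor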
Target sequence (P9WQA3 whole entry, looked up): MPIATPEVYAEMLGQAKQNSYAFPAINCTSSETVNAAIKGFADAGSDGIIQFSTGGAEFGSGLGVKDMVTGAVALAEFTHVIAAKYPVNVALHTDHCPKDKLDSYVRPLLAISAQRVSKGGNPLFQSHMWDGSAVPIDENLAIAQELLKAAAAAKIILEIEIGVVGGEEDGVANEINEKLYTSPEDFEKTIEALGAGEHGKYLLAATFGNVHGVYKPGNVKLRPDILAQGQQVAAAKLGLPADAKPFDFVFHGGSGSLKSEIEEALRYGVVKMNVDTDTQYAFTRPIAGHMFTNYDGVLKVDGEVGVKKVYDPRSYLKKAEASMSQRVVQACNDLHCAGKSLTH
Mtb UGM inh – blocks M. tuberculosis UGM enzyme | purified UGM, fluorescence polarization probe displacement | inhibition, % at 10 µM | hit rate 0.06% among 320,000 | AID 504406; in the data active = inhibition above about 10%, passing the limit was not always enough; inconclusive = no clear call, values can overlap the other calls
BoNT-F LC inh – inhibitors of Botulinum neurotoxin F light chain protease; Multiplex microsphere protease cleavage assay, flow cytometry; inhibition, % at 10 µM; hit rate 0.22% among 360,000; in the data active = inhibition above about 35%, passing the limit was not always enough; inconclusive = no clear call, values can overlap the other calls; also: plate controls were buffer without enzyme for full effect and enzyme alone for no effect
GDH-TPI counter – inhibits GDH-TPI coupling enzymes, artifact for Mtb FBA screen; hit rate 1.2% among 360,000; GDH-TPI coupled enzyme counterscreen, NADH absorbance; inhibition, % at 4.8 µM; AID 588335; in the data active = inhibition above about 30%;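 also: 0% = DMSO wells and 100% = wells lacking the enzyme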
* hit, by the source's call; ? = inconclusive; nt = not tested or not shown; + = active, no number; & = joins results of further samples. Hits appear at their usual frequency; any-hit rate near 4.8%.

no.	smiles	PrPC TRFRET	MazF activator	Rv3671c inh	BioA inh	FadD28 binding	Mtb FBA inh	Mtb UGM inh	BoNT-F LC inh	GDH-TPI counter
1	COCCNc1nc(C)cc(-c2cc(C(=O)NC3CCCC3)on2)n1	-2	11	-6	-1.0	-3.5	0	-1.8	-7	-5
2	CN1C(=O)C(CC#N)(C2(CC#N)C(=O)N(C)c3ccccc32)c2ccccc21 (stereo not given)	-4	-2	nt	13	-1.6	-1	nt	-7	7
3	O=C(O)[C@H](CO)Nc1ncnc2sc3c(c12)CCC3	-2	1	3	nt	-3.0	-3	1.6	-4	2
4	O=C(Nc1cccc(Cl)c1Cl)C1CCCC1	0	0	6	-1.8	-1.2	17	-1.1	2	-5
5	CCCCOc1ccc(C(=O)NCC(=O)NCCOc2ccccc2OC)cc1	-8	-3	-4	-1.6	-0.9	1	-0.7	-7	-4
6	O=C(CCC1COc2ccccc2O1)Nc1ccc(Cl)cn1 (stereo not given)	8	3	0	0.5	-0.6	2	-0.1	-4	0
7	O=c1[nH]c(/C=C\c2cccc(Cl)c2)nc(O)c1[N+](=O)[O-]	-24	2	-2	-0.7	0.3	-3	1.6	14	51*
8	CC(=O)Nc1cccc(Oc2nc(-c3ccccn3)nc3ccccc23)c1	-4	8	-6	-0.3	-3.1	1	-2.0	-27	-4
9	CC1CCc2sc(C(=O)N/N=C/c3ccc([N+](=O)[O-])cc3)cc2C1 (stereo not given)	3	11	-6	0.5	-2.9	-5	-0.6	-3	2
10	COc1ccc(C)cc1-n1nnnc1SCC(=O)Nc1cc(C)on1	nt	1	1	-1.6	-3.7	0	0.3	0	0
11	N#Cc1cc(Sc2ccccn2)c(Sc2ccccn2)cc1C#N	9	-1	-4	0.2	-0.8	-2	0.9	-4	6
12	COc1cc(NC(C(=O)Nc2cccc(C(C)=O)c2)c2ccccc2)cc(OC)c1OC (stereo not given)	2	8	1	nt	-0.2	3	2.6	22	7
13	CCC(=O)N1c2ccccc2NC2=C(C(=O)CCC2)C1c1ccco1 (stereo not given)	-1	-8	6	1.2	0.4	-2	-3.7	0	11
14	C1CCc2c(nc3nnnn3c2NCC2CC2)C1	12	5	7	-2.0	1.7	-2	0.9	-4	-5
15	Cc1onc(-c2c(Cl)cccc2Cl)c1C(=O)NCc1cccs1	3	5	4	nt	-2.5	1	-0.4	-4	4
16	c1ccc2c(C[n+]3csc4ccccc43)cccc2c1	0	-6	-1	0.2	2.7	5	0.8	-9	0
17	COc1cc(-c2cnc3c(NC=O)cc(-c4ccccc4Cl)cn23)cc(OC)c1OC	5	nt	nt	0.7	-0.7	-1	nt	-2	1
18	Cc1cc(C)n(/N=C/c2ccco2)c(=O)c1C#N	6	6	-2	nt	2.4	2	0.6	-3	21
19	O=C(NC1CC1)c1ccc(CS(=O)c2ccccc2)o1 (stereo not given)	-2	4	2	-3.8	-0.3	2	3.1	-3	5
20	Cc1cc(OCCN2CCC(Cc3ccccc3)CC2)ccc1[N+](=O)[O-]	2	-1	1	-3.5	-1.8	-1	3.8	-15	20
21	CC(C)NC(=O)CCNS(=O)(=O)c1ccc(Br)cc1	4	-6	-8	-2.4	-0.1	1	0.1	-3	-6
22	CCOc1ccc(-n2c(COc3ccccc3)nnc2SCC(N)=O)cc1	0	-1	-12	3.5	-3.0	-4	0.4	3	5
23	CN(C)S(=O)(=O)c1cccc(NC(=O)COc2nc3ccccc3nc2N2CCOCC2)c1	-8	-2	-11	-2.1	0.4	2	-0.5	8	21
24	COc1ccc(S(=O)(=O)n2nc(OCc3cccs3)cc2N)cc1	2	5	2	4.0	-1.0	1	-1.0	3	6
25	COc1ccc(CO/N=C/c2c(C)[nH]c(=O)[nH]c2=O)cc1	-4	12	-5	-2.2	1.0	1	0.2	-3	4
26	COc1ccc(CNC(=O)CSc2nnc(C(F)(F)F)n2C)cc1	-2	-4	1	nt	-4.5	-3	0.6	2	-17
27	Cc1cc(C(=O)OCC(=O)N2CC(=O)Nc3ccccc32)no1	0	-3	-2	1.2	-3.1	1	-2.5	-1	0
28	CN1CCCN(C(=O)c2ccccc2Cl)CC1	10	4	11	-3.7	2.1	1	-4.0	3	3
29	CCc1ccc(N2C(=O)CN(CC(=O)OC)C2=S)cc1	6	1	9	nt	-3.8	1	0.1	1	6
30	COc1ccc(N(Cc2cc3cc(C)ccc3[nH]c2=O)C(C)=O)cc1	5	10	-5	-0.3	-3.9	1	-2.9	-38	17
31	O=C(Nc1ccc(F)cc1)c1ccccc1Oc1ccc(C(F)(F)F)cc1[N+](=O)[O-]	4	6	-7	nt	-2.4	-1	-0.1	-8	7
32	Cn1c(C(=O)N2CCCC(C(=O)NCCCc3ccccc3)C2)cc2sccc21 (stereo not given)	-6	-1	-1	0.8	-1.2	0	nt	-15	6
33	CCCOc1ccccc1-c1nc2c([nH]1)c(=O)[nH]c(=O)n2C	0	-3	-2	-2.7	-2.4	59*	-1.7	-6	28
34	Cc1ccc(N/C=C/C(=O)c2cccs2)cc1	4	17	10	-0.3	-2.3	-2	5.4	2	5
35	Cc1ccc(S(=O)(=O)N2CCN(C(=O)COc3ccc(-c4nnco4)cc3)CC2)cc1	2	6	2	4.7	1.3	4	-0.9	12	-1
36	COc1cc(OC)c(-c2nc3ccccc3s2)cc1OC	4	3	3	nt	-2.4	+	-1.2	-6	13
37	Cc1csc(=N)n1CC(=O)N1CCc2ccccc21	-2	7	11	-0.2	-0.2	-2	1.9	22	-3
38	O=C(Cc1n[nH]c(=O)c2ccccc12)Nc1cc(Cl)ccc1-n1cncn1	0	5	1	0.0	-2.6	-1	-0.9	8	1
39	O=C(Nc1ccncc1)c1cc(-c2ccccn2)nc2ccc(Br)cc12	9	-96	1	-4.2	-1.4	0	-1.4	1	-1
40	CCCCCCC1CCC(C(=O)Nn2c(C)nc3ccccc3c2=O)CC1 (stereo not given)	0	-10	-3	-0.4	-2.8	2	0.4	-2	11
41	O=C(CSc1nnc(NC(=O)C2CC2)s1)Nc1ccccc1Cl	1	-18	0	-3.8	0.0	1	1.2	-4	1
42	Cc1ccc(S[C@@H](CCN2CC[C@H](NC(=O)OCc3ccccc3)CCC2=O)c2ccccc2)cc1	-6	1	-12	-0.7	-5.2	3	-1.4	-1	6
43	COc1ccc(NC(=O)COc2ccc(/C=N/n3c(C)nnc3C)cc2OC)cc1	5	3	9	-2.0	0.2	-1	-2.1	-2	6
44	O=c1c2ccccc2[nH]c(=S)n1CC1CCCO1 (stereo not given)	7	2	-8	-0.4	-0.3	2	nt	-42	6
45	CCOC(=O)c1cn(CC)c2cc(N3CCOCC3)c(F)cc2c1=O	-2	-6	8	1.5	-1.8	23	-1.9	8	12
46	CCCCc1c(O)nc(SCC(=O)O)[nH]c1=O	-7	6	1	0.0	0.2	-3	4.6	-2	-3
47	OC(COc1ccc2cc(Br)ccc2c1)CN1CCCC1 (stereo not given)	-14	8	-1	-8.5	-2.3	0	2.0	-5	12
48	Cc1onc(-c2ccccc2)c1C(=O)n1cc(Br)cn1	1	6	0	1.5	-0.9	2	0.8	9	-1
49	CCCn1c2c(c(O)c(C(=O)Nc3ncccc3C)c1=O)CCCC2	-2	4	-3	nt	-5.1	-3	0.4	2	5
50	COc1cc(NS(=O)(=O)c2ccc(NC(=S)NC(=O)/C=C/c3ccc(OC)c(OC)c3)cc2)ncn1	-2	-17	3	1.9	-2.7	4	-3.1	3	3
51	N/C(=N\OS(=O)(=O)c1ccccc1)c1cccnc1	4	-4	5	-2.9	-2.5	1	-4.1	-3	0
52	Cn1c(=O)n(C)c2cc(N3CCCC3)c(NC(=O)c3cccc(F)c3)cc21	0	10	-6	4.8	-0.4	2	1.3	-2	12
53	CC(C)C(=O)c1cn(CC(=O)N2CCCc3ccccc32)c2ccccc12	-5	-18	2	nt	-4.8	-1	-0.9	1	1
54	COC(=O)C1=C(c2ccc(F)cc2OCc2ccccc2)C[C@@H]2CC[C@H]1N2C(=O)NCc1cccc(C(F)(F)F)c1	15	-2	-25	-2.9	-2.4	-1	5.2	-24	4
55	COc1ccc(NC(=O)Nc2cc(C)ccc2F)cc1OC	0	3	3	-0.9	2.0	-2	0.2	-1	4
56	CC(C(=O)Nc1ccc2c(c1)OCO2)N1CCN(C)CC1 (stereo not given)	6	11	0	1.3	-2.6	-3	0.8	-13	-7
57	CCCNC(=O)CCNC(=O)c1ccc(C(C)(C)C)cc1	1	7	0	-0.6	-1.2	-2	-2.3	-3	2
58	COCCn1c(C)cc(C(=O)CN2C(=O)C(=O)N(CCC3=CCCCC3)C2=O)c1C	-2	-3	nt	-0.6	-0.7	-5	nt	1	6
59	COc1ccc2nc(NC(=O)CS(=O)(=O)Cc3ccccc3)sc2c1	-8	-22	-9	1.3	-1.0	-2	-1.4	0	7
60	CN(C)c1ccc(-c2nnc(-c3ccc(S(=O)(=O)C(F)F)cc3)o2)cc1	-2	30	3	-2.4	1.2	1	-0.1	9	4

(more compounds)
no.	smiles	PrPC TRFRET	MazF activator	Rv3671c inh	BioA inh	FadD28 binding	Mtb FBA inh	Mtb UGM inh	BoNT-F LC inh	GDH-TPI counter
61	O=C(Cc1cccs1)N/N=C/C=C/c1ccccc1[N+](=O)[O-]	-8	5	-6	7.7	-2.6	-1	-0.9	?	16
62	CC1(C(=O)Nc2cccc3ccccc23)CCN1C(=O)Cc1ccccc1Cl (stereo not given)	3	nt	nt	-0.1	-4.1	-4	nt	-6	-1
63	CCc1ccc(N2CC(C(=O)Nc3ccccc3N3CCCC3)CC2=O)cc1 (stereo not given)	8	-2	nt	1.3	-1.2	1	nt	-4	1
64	CCOc1ccccc1N1CCN(C(=O)Cc2ccc(S(=O)(=O)N3CCOCC3)s2)CC1	-4	2	0	-1.4	1.0	-2	1.0	6	6
65	CNC(=O)COc1ccc(-c2nn(C)c(=O)c3ccccc23)cc1	-7	0	-1	-0.3	-0.7	1	1.2	-2	8
66	CCOc1ccc(OCCC(=O)N(CC)CC(=O)NCc2cccs2)cc1	-5	4	-7	-0.5	-3.3	-1	3.1	5	-3
67	NC(=O)C1=C[C@H](c2ccc(Br)cc2)C[C@H](OCc2ccc(CO)cc2)O1	0	2	-2	2.0&-0.2	-16	-3	1.4	3	-5
68	CCn1cc(/C=C/C(=O)Nc2ccn(Cc3c(F)c(F)cc(F)c3F)n2)cn1	3	-1	-10	nt	1.5	-1	0.2	-4	9
69	COc1cc(/C=N/NC(=O)c2ccncc2)ccc1OC(=O)c1cc(OC)c(OC)c(OC)c1	0	2	-13	-0.2	-6.6	-3	-0.3	-9	7
70	CCOC(=O)CC1C(=O)NCCN1S(=O)(=O)c1ccc(NC(C)=O)cc1 (stereo not given)	-1	-2	-3	-0.6	-0.7	-2	-3.9	5	0
71	CC1(C)CC(N2CCOCC2)=CC(=[N+]2CCOCC2)C1	2	-3	5	-0.2	-3.9	-6	-3.6	-3	29
72	Cc1ccc(N(CCCCN2C(=O)c3ccccc3C2=O)C(=O)c2cccc([N+](=O)[O-])c2)cc1	-11	-10	6	-0.8	-0.7	1	0.5	1	8
73	CC1CCN(c2ccc3c(c2)S(=O)(=O)c2cccc(C(=O)O)c2C3=O)CC1	-16	-41	-6	-4.0	-1.0	-19	-7.0	-1	0
74	O=S(=O)(Nc1ccc(-c2cn3c(n2)SCC3)cc1)c1ccccc1F	-1	-1	0	-0.5	-1.4	2	-2.5	nt	11
75	Cc1cccc(NC(=O)CSc2nc3c(c(=O)[nH]2)CCC3)c1C	7	5	-6	0.2	-1.2	1	-0.5	-1	10
76	CC(C)(C)c1ccc(-n2ncc3c2CCCC3NC(=O)c2ccncc2)cc1 (stereo not given)	-4	3	2	-1.6	-2.5	-1	-1.6	-6	-7

In a second layout: 2 of the compounds above
[63] CCc1ccc(N2CC(C(=O)Nc3ccccc3N3CCCC3)CC2=O)cc1 (stereo not given)
[64] CCOc1ccccc1N1CCN(C(=O)Cc2ccc(S(=O)(=O)N3CCOCC3)s2)CC1

Assay by compound	63	64
PrPC TRFRET	8	-4
MazF activator	-2	2
Rv3671c inh	nt	0
BioA inh	1.3	-1.4
FadD28 binding	-1.2	1.0
Mtb FBA inh	1	-2
Mtb UGM inh	nt	1.0
BoNT-F LC inh	-4	6
GDH-TPI counter	1	6

Screens as filed in PubChem BioAssay.
